# High-throughput results deposited in PubChem by Broad Institute.
# EZH2 inh – blocks human EZH2/PRC2 H3K27 methylation. Q15910. DELFIA TRF, 1 h. inhibition, % at 12.5 µM. 57,000 tested, 0.35% active. AID 651548;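 active means mean inhibition of replicates at least 50% and every single replicate also reaching 50%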;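 further: dimethyl H3K27 on biotinylated H3 21-44 peptide detected by antibody; plate controls were median neutral control wells for no effect and median positive control wells for full effect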
# IDH1 R132H inh – blocks human IDH1 R132H reductase activity. O75874. diaphorase/resazurin fluorescence, 60 min. inhibition, % at 10 µM. 70,000 tested, 0.18% active. AID 624101; in the data active means inhibition above about 34%;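 further: 0% = DMSO and 100% = no enzyme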
# Target sequence (O75874 whole entry R132H): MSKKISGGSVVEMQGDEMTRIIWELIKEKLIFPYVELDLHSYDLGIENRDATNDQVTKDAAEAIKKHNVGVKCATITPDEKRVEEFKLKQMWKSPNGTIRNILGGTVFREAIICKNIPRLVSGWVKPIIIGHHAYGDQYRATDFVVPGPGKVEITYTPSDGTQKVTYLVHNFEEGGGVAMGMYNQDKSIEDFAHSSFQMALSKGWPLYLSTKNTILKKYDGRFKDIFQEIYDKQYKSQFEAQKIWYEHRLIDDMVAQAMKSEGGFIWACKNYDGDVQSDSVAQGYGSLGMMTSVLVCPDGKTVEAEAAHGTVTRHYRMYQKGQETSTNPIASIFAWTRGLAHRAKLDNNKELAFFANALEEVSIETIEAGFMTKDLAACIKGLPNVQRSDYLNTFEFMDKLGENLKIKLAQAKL
# Starred values were filed as active, the others as inactive; / = no result given. A portion of the library; the hit share may differ from the screen's.
structure	IDH1 R132H inh	EZH2 inh
O=C(NCC[C@H]1CC[C@H](NC(=O)C2CCCC2)[C@@H](CO)O1)c1cc(Cl)cc(Cl)c1	0.4	-6
CO[C@@H]1CN(C)C(=O)c2ccc(NC(=O)C3CCC3)cc2OC[C@@H](C)N(C(=O)CN(C)C)C[C@@H]1C	/	0
[N-]=[N+]=NCc1ccccc1C[C@]1(C(=O)NCCN2CCOCC2)COC(c2ccc(OCCCO)cc2)=N1	-0.2	12
COc1cccc(NC(=O)N[C@@H]2C=C[C@H](CC(=O)Nc3ccccc3)O[C@H]2CO)c1	0.4	-4
Cc1cccc(S(=O)(=O)N(C)C[C@@H]2OCc3cn(nn3)CCCC(=O)N([C@@H](C)CO)C[C@H]2C)c1	-2.5	-2
O=C(CN1CCOCC1)NCC[C@H]1CC[C@H](NC(=O)c2ccccc2F)[C@@H](CO)O1	0.1	1
COCCOC(=O)N1C(=O)[C@@]2(c3ccccc31)[C@H](c1ccccc1OCCO)N1[C@H](c3ccccc3)[C@H](c3ccccc3)OC(=O)[C@H]1[C@@H]2C(=O)N1CCCCCCC1	0.1	-4
C[C@@H]1CN([C@@H](C)CO)C(=O)c2cccc(NS(C)(=O)=O)c2O[C@H]1CN(C)S(=O)(=O)c1ccccc1	0.3	/
CO[C@H]1CN(C)C(=O)c2ccc(NS(=O)(=O)CC(F)(F)F)cc2OC[C@H](C)N(C(=O)c2ccc3c(c2)OCO3)C[C@H]1C	-0.3	15
COc1ccc(CN(C)C[C@H]2OCCCC[C@@H](C)Oc3ccc(NC(=O)Cc4ccccc4)cc3C(=O)N([C@@H](C)CO)C[C@H]2C)cc1	0.9	/
Cc1cc(NC(=O)CCSc2nc(-c3ccco3)cc(C(F)(F)F)n2)n(-c2ccccc2)n1	-0.3	-3
C[C@@H]1CN([C@@H](C)CO)C(=O)Cc2cc(NC(=O)CCCCCC(=O)Nc3ccccc3N)ccc2O[C@@H]1CN(C)Cc1ccc(Oc2ccccc2)cc1	-0.6	/
C[C@H]1CN([C@@H](C)CO)C(=O)Cc2cc(NS(=O)(=O)c3cn(C)cn3)ccc2O[C@@H]1CN(C)S(=O)(=O)c1cn(C)cn1	-1.9	/
CO[C@@H](CN(C)S(=O)(=O)c1ccccc1)[C@H](C)CN(Cc1ccccc1Cl)[C@@H](C)CO	-0.6	8
Cc1ccc(S(=O)(=O)Nc2ccc3c(c2)C(=O)N([C@@H](C)CO)C[C@H](C)[C@H](CN(C)S(=O)(=O)c2ccccc2)O3)cc1	-2.2	/
CC(=O)Nc1ccc(Br)cc1-c1nc2ccccc2nc1OCc1ccc(Cl)cc1	0.1	2
COC(=O)c1cc(NC(=O)COc2ccccc2OC)cc(C(=O)OC)c1	-0.9	/
CC(C)NC(=O)Nc1ccc2c(c1)CC(=O)N([C@@H](C)CO)C[C@H](C)[C@@H](CN(C)Cc1ccc(Cl)c(Cl)c1)O2	-0.9	/
CCCc1cc(=O)n2[nH]c(NCc3cccc([N+](=O)[O-])c3)nc2n1	0.1	-16
C[C@H]1CN([C@@H](C)CO)C(=O)c2cc(NC(=O)Cc3cn(C)c4ccccc34)ccc2O[C@@H]1CN(C)Cc1ccncc1	-1.0	-10

structure	IDH1 R132H inh	EZH2 inh
CC(C)NC(=O)N(C)C[C@H]1Oc2cc(C#CC3CC3)ccc2S(=O)(=O)N([C@H](C)CO)C[C@@H]1C	0.1	-21
O=C(NCC[C@H]1CC[C@@H](NC(=O)c2cnccn2)[C@H](CO)O1)Nc1ccc(Cl)cc1	-0.4	1
CC(C)NS(=O)(=O)c1ccc(OCC(=O)N2CCOCC2)cc1	0.6	-11
O=C(CSc1nc(-c2ccccc2)cc(=O)[nH]1)Nc1ccccc1	0.3	-16
COc1ccc(CN(C)C[C@H]2Oc3ccc(NS(=O)(=O)c4ccc(C)cc4)cc3CC(=O)N([C@H](C)CO)C[C@@H]2C)cc1	-3.1	/
COCC(=O)Nc1ccc2c(c1)OC[C@H](C)N(C(=O)c1ccncc1)C[C@@H](C)[C@H](OC)CN(C)C2=O	0.2	8
O=C(Cc1cccnc1)N[C@H]1CC[C@@H](CCn2cc(Cc3ccccc3)nn2)O[C@@H]1CO	0.2	-6
COc1ccc2c(c1)C(=O)CC(c1ccccc1)O2 (stereo not given)	-0.2	/
COCC(=O)N(C)C[C@H]1Oc2cc(-c3ccc(C#N)cc3)ccc2S(=O)(=O)N([C@@H](C)CO)C[C@H]1C	0.3	11
C[C@H](CO)N1C[C@H](C)[C@H](CN(C)Cc2ccncc2)Oc2ccc(NC(=O)C3CCCCC3)cc2C1=O	2.6	1
COc1cc(-c2nnc(SCC(=O)c3ccccc3)n2-c2ccccc2)cc(OC)c1OC	0.1	14
Cc1ccc(NC(=O)CSc2nncc3ccccc23)cc1	-0.3	-1
C[C@H]1CN([C@@H](C)CO)C(=O)c2cc(C3=CCCC3)cnc2O[C@@H]1CN(C)S(=O)(=O)c1cn(C)cn1	-6.2	4
COc1ccc(S(=O)(=O)Nc2ccc3c(c2)C(=O)N([C@H](C)CO)C[C@H](C)[C@H](CN(C)S(=O)(=O)c2ccc(OC)cc2)OCCCC[C@H](C)O3)cc1	0.4	/
COc1ccc(CN(C)C[C@H]2Oc3c(NS(=O)(=O)c4cn(C)cn4)cccc3C(=O)N([C@H](C)CO)C[C@H]2C)cc1	-0.8	7
CN(C)CCCCCCNC(=O)[C@@H]1C[C@@H]2C(=O)NCC(=O)N2[C@@H]1c1cccc(OCCO)c1	0.1	10
C[C@@H]1CN([C@H](C)CO)C(=O)c2cc(NC(=O)Nc3ccccc3)ccc2O[C@H]1CN(C)Cc1ccncc1	-2.8	6
CCC(=O)N(C)C[C@H]1Oc2cc(-c3cccc(F)c3)ccc2S(=O)(=O)N([C@@H](C)CO)C[C@@H]1C	-0.3	7
CC(C)NC(=O)Nc1ccc2c(c1)C(=O)N([C@H](C)CO)C[C@@H](C)[C@@H](CN(C)Cc1ccc3c(c1)OCO3)OCCCC[C@@H](C)O2	3.2	/
O=C(CCN1CCCCC1)N[C@H]1CC[C@@H](CC(=O)N2CCC(Cc3ccccc3)CC2)O[C@@H]1CO	0.9	-5

# Some of the entries above in another layout:
Structure: [N-]=[N+]=NCc1ccccc1C[C@]1(C(=O)NCCN2CCOCC2)COC(c2ccc(OCCCO)cc2)=N1
  IDH1 R132H inh: -0.2; EZH2 inh: 12

Structure: COc1cccc(NC(=O)N[C@@H]2C=C[C@H](CC(=O)Nc3ccccc3)O[C@H]2CO)c1
  IDH1 R132H inh: 0.4; EZH2 inh: -4

Structure: Cc1cccc(S(=O)(=O)N(C)C[C@@H]2OCc3cn(nn3)CCCC(=O)N([C@@H](C)CO)C[C@H]2C)c1
  IDH1 R132H inh: -2.5; EZH2 inh: -2

Structure: O=C(CN1CCOCC1)NCC[C@H]1CC[C@H](NC(=O)c2ccccc2F)[C@@H](CO)O1
  IDH1 R132H inh: 0.1; EZH2 inh: 1

# More compounds
structure	IDH1 R132H inh	EZH2 inh
O=C(N/N=C/c1ccccc1)c1ccccn1	0.8	11
CCC(=O)Nc1ccc2c(c1)C(=O)N(C)C[C@H](OC)[C@H](C)CN(C(=O)c1ccncc1)[C@@H](C)CO2	0.3	0
O=C(Nc1ccccc1)N[C@H]1CC[C@H](CCn2cc(C3(O)CCCC3)nn2)O[C@H]1CO	-0.3	-5
COc1ccc(C)cc1NC(=O)CN(c1ccc(I)cc1)S(C)(=O)=O	-0.8	11
Cc1noc(C)c1NC(=O)N(C)C[C@@H]1Oc2c(NS(=O)(=O)c3c(C)noc3C)cccc2C(=O)N([C@H](C)CO)C[C@@H]1C	-0.7	/
C[C@H](CO)N1C[C@H](C)[C@@H](CN(C)S(C)(=O)=O)OCCCC[C@H](C)Oc2ccc(NC(=O)c3ccncc3)cc2C1=O	1.8	/
CC(C)OC(=O)N(C)C[C@H]1OCc2cn(nn2)CCCC(=O)N([C@@H](C)CO)C[C@H]1C	/	-3
C[C@@H]1CN([C@@H](C)CO)C(=O)Cc2cc(NS(=O)(=O)c3ccc(Cl)cc3)ccc2O[C@H]1CN(C)Cc1ccc2c(c1)OCO2	0.0	/
CC(C)(C)NS(=O)(=O)c1ccc(NC(=O)CSc2nc3ccccc3s2)cc1	-0.1	-7
C[C@H](CO)N1C[C@H](C)[C@H](CN(C)S(=O)(=O)c2cccs2)OCc2ccccc2-c2c(n(C)c3ccccc23)C1=O	-1.4	-24
CC(C)NC(=O)N[C@H]1CC[C@H](CC(=O)NCc2ccc(Oc3ccccc3)cc2)O[C@H]1CO	-0.1	-7
O=C1c2oc3ccccc3c(=O)c2C(c2cccc(Oc3ccccc3)c2)N1CCCO (stereo not given)	0.3	2
CO[C@H]1CN(C)C(=O)c2cc(NC(=O)Nc3ccccc3)ccc2OC[C@@H](C)N(C(C)=O)C[C@@H]1C	0.2	-30
O=C(C[C@@H]1C=C[C@@H](NC(=O)Cc2ccccn2)[C@H](CO)O1)NCCc1ccccc1	-0.2	7
O=C(O)C1CC=CCC1C(=O)Nc1ccc(S(=O)(=O)N2CCCc3ccccc32)cc1 (stereo not given)	-0.2	1
COc1ccc(-c2cc(=O)c3c(O)cc(O)c(-c4cc(-c5cc(=O)c6c(O)cc(O)cc6o5)ccc4OC)c3o2)cc1	0.0	-10
CC(C)NC(=O)Nc1ccc2c(c1)C(=O)N([C@@H](C)CO)C[C@@H](C)[C@@H](CN(C)C(=O)Nc1cccc3ccccc13)OCCCC[C@@H](C)O2	-1.4	/
Cc1ccc(S(=O)(=O)N(C)C[C@H]2Oc3ccc(NC(=O)Cc4ccccc4)cc3CC(=O)N([C@@H](C)CO)C[C@@H]2C)cc1	-6.1	-21
CN(C)Cc1nc(-c2cn(C)c3ccccc23)no1	0.1	1
CO[C@@H]1CN(C)C(=O)c2cc(NC(=O)C3CCOCC3)ccc2OC[C@H](C)NC[C@H]1C	0.1	11

structure	IDH1 R132H inh	EZH2 inh
C[C@@H](NC(=O)C[C@H]1C[C@H]2c3cc(NC(=O)CN(C)C)ccc3O[C@H]2[C@H](CO)O1)c1ccccc1	-0.1	-3
C[C@H](O)C#Cc1cnc2c(c1)C(=O)N([C@H](C)CO)C[C@H](C)[C@H](CN(C)C(=O)Nc1ccc(C(F)(F)F)cc1)O2	/	-10
C[C@@H]1CN([C@@H](C)CO)C(=O)c2cc(NS(=O)(=O)c3cccs3)ccc2O[C@@H](C)CCCCO[C@@H]1CN(C)Cc1ccccc1	-0.1	/
COc1ccc(S(=O)(=O)N[C@H]2C=C[C@@H](CC(=O)N3CCN(c4ccccc4)CC3)O[C@H]2CO)cc1	0.0	3
C[C@H]1CN([C@@H](C)CO)C(=O)Cc2cc(NS(C)(=O)=O)ccc2O[C@H]1CN(C)C(=O)Nc1ccccc1	0.2	/
CO[C@@H]1CN(C)C(=O)c2ccc(NC(C)=O)cc2OC[C@@H](C)N(C(=O)CN(C)C)C[C@@H]1C	/	4
O=C(C[C@H]1C[C@H]2c3cc(NC(=O)Nc4ccccc4)ccc3O[C@H]2[C@@H](CO)O1)NCCN1CCCCC1	-0.5	-2
C[C@@H]1CN([C@@H](C)CO)S(=O)(=O)c2ccc(-c3ccc(F)cc3)cc2O[C@@H]1CN(C)C(=O)C1CCOCC1	0.0	6
Cc1ccc(S(=O)(=O)Nc2ccc3c(c2)C(=O)N([C@H](C)CO)C[C@H](C)[C@@H](CN(C)CC2CCCCC2)OCCCC[C@@H](C)O3)cc1	0.8	/
CO[C@H]1CC[C@@H]2CCN(C)C(=O)[C@@H](C)[C@H](OC)CN(C)C(=O)c3cc(C#N)ccc3OC[C@@H]1O2	0.0	3
CSc1nc(N)nc(SCCS(=O)(=O)c2ccc(Cl)cc2)c1C#N	-0.3	14
C[C@@H]1CN([C@H](C)CO)C(=O)c2cccc(NC(=O)NC3CCCCC3)c2O[C@H]1CN(C)Cc1ccc(Cl)c(Cl)c1	0.0	/
C[C@@H]1CN([C@H](C)CO)C(=O)c2cc(-c3ccc(F)cc3)cnc2O[C@H]1CN(C)C(=O)NC1CCCC1	0.0	0
C[C@@H]1CN([C@@H](C)CO)C(=O)c2cc(-c3cccc(C#N)c3)cnc2O[C@@H]1CN(C)C(=O)C1CCC1	-4.7	6
C[C@@H]1CN([C@@H](C)CO)C(=O)CCCn2cc(nn2)CO[C@@H]1CN(C)CC1CCCCC1	0.2	/
C[C@@H]1CN([C@@H](C)CO)C(=O)c2cc(NS(C)(=O)=O)ccc2O[C@@H]1CN(C)Cc1ccc(-c2ccccc2)cc1	-0.6	/
C/C=C/c1cnc2c(c1)C(=O)N([C@@H](C)CO)C[C@H](C)[C@H](CN(C)C(=O)C1CC1)O2	0.5	9
C[C@H]1CN([C@@H](C)CO)C(=O)c2cc(NC(=O)Nc3cccc4ccccc34)ccc2O[C@H]1CN(C)S(C)(=O)=O	-17	/
O=C(N[C@H]1CC[C@@H](CCn2cc(C3CC3)nn2)O[C@H]1CO)c1cccnc1	0.5	-4
O=C(C[C@H]1C[C@@H]2c3cc(NC(=O)c4ccc5c(c4)OCO5)ccc3O[C@@H]2[C@@H](CO)O1)NCc1cc(F)ccc1F	-0.7	-3
C[C@@H]1CCCCO[C@H](CN(C)C(=O)C2CCCCC2)[C@@H](C)CN([C@H](C)CO)C(=O)c2cc(NC(=O)c3ccncc3)ccc2O1	2.1	-15
